# ALOX12 inh = ALOX12 (human) lipoxygenase inhibition; P18054; actives 1.1% (n = 580,000); AID 1671190; purified 12hLO, xylenol orange hydroperoxide absorbance; Potency, µM (top dose mostly 108 µM), for inactives: at the top dose activity change, negative = inhibition, actives largely listed as inhibitors; active means well fitted inhibition curve with a large enough effect; inconclusive means small, poorly fitted or top-dose-only effect, or another doubt; inactive means no such curve, though single readings can be large or run the other way
# Target sequence (P18054 whole entry, looked up): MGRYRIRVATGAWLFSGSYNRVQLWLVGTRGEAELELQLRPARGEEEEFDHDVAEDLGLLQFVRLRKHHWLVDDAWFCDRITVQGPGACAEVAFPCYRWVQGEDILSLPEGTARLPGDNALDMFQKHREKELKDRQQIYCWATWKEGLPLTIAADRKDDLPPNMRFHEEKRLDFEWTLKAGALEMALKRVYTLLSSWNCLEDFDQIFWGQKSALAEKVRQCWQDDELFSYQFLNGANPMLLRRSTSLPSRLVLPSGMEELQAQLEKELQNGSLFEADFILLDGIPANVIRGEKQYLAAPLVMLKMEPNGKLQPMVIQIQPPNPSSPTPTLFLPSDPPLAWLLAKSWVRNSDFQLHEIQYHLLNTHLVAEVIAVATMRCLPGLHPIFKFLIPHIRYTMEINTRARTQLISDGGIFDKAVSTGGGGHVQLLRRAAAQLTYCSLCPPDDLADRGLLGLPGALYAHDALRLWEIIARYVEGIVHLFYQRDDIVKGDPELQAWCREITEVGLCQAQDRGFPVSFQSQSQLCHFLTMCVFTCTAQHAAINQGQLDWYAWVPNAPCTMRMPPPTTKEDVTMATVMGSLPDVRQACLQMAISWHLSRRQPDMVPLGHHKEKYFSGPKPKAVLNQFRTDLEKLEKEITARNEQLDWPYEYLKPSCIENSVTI
#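 Purified human 12hLO (150 nM final) in 25 mM Hepes, 0.01% Triton X-100, pH 7.0 was preincubated 15 min at room temperature with compound. Then 40 uM arachidonic acid was added, 30 min. Hydroperoxide was read by Fe-XO absorbance ratio 573/405 nm.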
# Active calls of the source: *; ? = inconclusive; [ ] = another dose, or the depositor's remark. On the % scale 0 is the no-effect control and ±100 the full control effect; potency means the concentration at half of the fitted maximal effect.
SMILES,ALOX12 inh
COc1ccc(OCC2(C)COc3ccc(C(=O)NCc4cccc(F)c4)cc3N2)cc1 (stereo not drawn),3%[176 µM]
N#CC1=C(N)Oc2n[nH]c(-c3ccccc3)c2C12C(=O)N(Cc1ccc(F)cc1)c1ccccc12 (stereo not drawn),?
COc1cccc(CN2CCn3c(nnc3[C@@H]3C[C@@H](O)CN3C)C2)c1OC,?
O=c1[nH]c2ccccc2c(-c2ccccc2)c1Sc1nc2ccccc2s1,?
CN1C[C@H](NC(=O)Nc2ccccc2)CCC[C@@H](C(=O)NCc2cc(F)cc(F)c2)CC1=O,27%
CC(C)(Oc1nn(CC2CCOCC2)c2ccccc12)C(=O)NCCc1cccnc1,2%[176 µM]
O=C(Nc1ccncc1)c1cc([N+](=O)[O-])ccc1Cl,212%[activator]
O=[S+]1([O-])NC2(CCN(Cc3ccc(Cl)cc3)C2)COc2ncccc21 (stereo not drawn),?
COC(=O)c1cc(CNC(=O)c2cccc(N(C)C)c2)cc(NC(=O)c2ccccc2Cl)c1,-13%
CC(C)NC(=O)NCc1nnc2n1C(C(=O)NC(C)C)CC2 (stereo not drawn),-8%[6.33 µM]
COc1ccc(CC(=O)N2CC[C@H]3CC(=O)N(Cc4cccnc4)CC[C@H]3C2)cc1,1%[176 µM]
CCOC(=O)NCc1ccc(Cl)cc1,-11%
O=C1NCC2(CCN(C(=O)c3ccccc3)CC2)Oc2ccccc21,49%[176 µM]
CCOCCCNC(=O)c1c(C)noc1-c1ccc(OC(F)(F)F)cc1,52%[activator]
CC(C(N)=O)N1CCC(n2nccc2NC(=O)c2ccc3c(c2)OCO3)CC1 (stereo not drawn),0%
N#CCCn1c(=O)c(-c2cccs2)nc2cnc(N3CCNCC3)nc21,-6%
CNC(=O)[C@@H]1CN(C(=O)c2ccccc2C(F)(F)F)C[C@H]1c1n[nH]c(C)n1,38%[activator]
C=CCNc1ccc2c(c1)OC[C@H](CC(C)C)NS2(=O)=O,7%
Cc1cc(CNC(=O)[C@@H]2CCC[C@@H](NC(=O)C3CC3)CN(C)C(=O)C2)no1,72%[activator][176 µM]
O=C(O)COc1ccc2c(=O)c(Oc3ccc(Cl)cc3)coc2c1,13µM*
COc1cc(/C=C(/C#N)C(=O)NC2CC2)ccc1O,5%
CCOc1ccc(S(=O)(=O)[C@H]2CS(=O)(=O)C[C@@H]2N2CCOCC2)cc1,11%
CN(CC1CC1)C1CCc2ccccc21 (stereo not drawn),56%[activator][176 µM]
O=C1NCCN1C1CCN(Cc2ccc(F)cc2)CC1,0%[12.5 µM]
CC(C)(C)c1ccc2c(c1)OCCOCCOCCOc1ccc(C(C)(C)C)cc1OCCOCCOCCO2,-23%
O=C(CSc1nnnn1C1CC1)Nc1ccc(N2CCN(Cc3ccccc3)CC2)cc1,0%
COc1cc(/C=C(/C#N)C(=O)C(C)(C)C)cc(Cl)c1OC,?
CCC(c1cccs1)N1C(=O)[C@H]2CN(S(=O)(=O)c3cccc(Cl)c3)C[C@H]2C1=O (stereo partly drawn),32µM*
CCC(C)NC(=O)N(C)C1CCN(c2ccc(Cl)cc2)CC1 (stereo not drawn),6%
CC1Cc2ccccc2N1C(=O)CCc1ncc(-c2c(F)cccc2F)o1 (stereo not drawn),?
CCN(C(=O)Cn1ccn2nc3c(c2c1=O)CCCC3)c1ccccc1,11%
COCC1(c2nc(C3CCOCC3)nn2-c2ccccc2)CCC1,24%
CC(C)C1CC(N(C)C)=CC(=S)N1 (stereo not drawn),-29%
COC(=O)[C@]12C[C@H](CC(=O)NCc3ccc(OC)c(OC)c3)C(=O)N(CCc3ccc(OC)c(OC)c3)C1=C[C@H](C(C)(C)C)O[C@@H]2C,-1%
CCOc1cc(-c2noc(-c3nnn4c3COC(c3ccc(F)cc3)C4)n2)ccc1OC (stereo not drawn),-4%
Cc1cc(F)ccc1NC(=O)CCC1CCCN(C(=O)CC2=CCCCC2)C1 (stereo not drawn),0%
C=Cc1cccc(CN2CCCC3(CCNC3)C2)c1 (stereo not drawn),?
COc1ccc(OC)c(-c2ncc3c(n2)OCCN(c2cccc(C(F)(F)F)c2)C3=O)c1,?
COCCn1c(SC)nc2c1c(=O)[nH]c(=O)n2C,26%
O=C(NCCN1Cc2ccccc2OC(c2ccsc2)C1)c1cncs1 (stereo not drawn),27%
COc1ccc(C(C)=O)cc1CN1CCCc2ccccc21,?
COc1ccc(OC)c(C2CC(=O)Nc3c2c(=O)nc(SC)n3C)c1 (stereo not drawn),-7%
c1ccc(CN2CC[C@H](c3nc4ncccc4[nH]3)C2)cc1,31%[activator][176 µM]
CC(C)c1noc(CC2CCN(C(=O)c3cc4ccccc4[nH]3)CC2)n1,10%
O=C(Nc1ccccc1)c1cccnc1NCc1ccccc1,-1%
CNc1c(NC(=O)c2cc(Cl)ccc2OC)c(=O)oc2ccccc12,-3%
CN1CCC(N[C@H]2[C@H](O)[C@H](O)C[C@@H]2c2ccc(N3CCOCC3)nc2)CC1,?
O=C(NCCc1ccccc1)N1CCC2(CC1)CC(N1CCOCC1)CCO2 (stereo not drawn),19%
O=C(c1nc(-c2ccc(Cl)cc2)c2ccccn12)N1CCOCC1,22%[176 µM]
CCCS(=O)(=O)N1C[C@@H](Oc2cccnc2)C[C@@H]1C(=O)NC,9%
# (list continues)
SMILES,ALOX12 inh
Cn1cc(CN2C[C@@H](CO)[C@H](NC(=O)C3CCC3)C2)c2ccccc21,12%
Nc1ccc2ncnc(N3CCCCC3)c2c1,40%[activator]
O=C(NCc1cccc(OC(F)F)c1)c1cccc(-n2cnnn2)c1,32%
COc1ccccc1C(=O)N1CC(Oc2ccc(F)cc2F)C1,4%[6.33 µM]
Cn1c(SCc2csc(-c3ccccc3)n2)nnc1C1CC1,-7%
O=C(COc1ccccc1F)Nc1ccc2oc(-c3ccc(F)cc3)nc2c1,-10%
COc1ccccc1CNC(=O)CCC[C@@H]1[C@H]2CCCN3CCC[C@@H](CN1C(=O)c1ccccc1)[C@@H]23,69%[activator]
CCOc1ccccc1-c1noc(-c2nnn3c2COC(c2ccc(Cl)cc2)C3)n1 (stereo not drawn),37%[activator]
Cc1ccc(-n2nnnc2SCC(=O)N2CCN(CC(=O)N3CCCC3)CC2)cc1,9%
O=C1N[C@@H]2CCN(C(=O)c3ccccc3)[C@@H]2C(=O)N1c1ccccc1,55%[activator][176 µM]
CCCCCn1nc(C(=O)NCCN(C)CCOC)c2ccccc2c1=O,1%
Cc1cc(=O)n(CC(=O)Nc2cccc(C(C)C)c2)c(N2CCc3ccccc3C2)n1,?
c1ccc(-c2n[nH]c3c2oc2ccccc23)cc1,165%[activator]
Cc1ccc(CN2CCC(N(CCC(C)C)C3CCOCC3)CC2)o1,90%[activator]
CCOc1ccccc1NC(=O)Nc1cc(C)c2nc(NC(C)=O)sc2c1,?
N#C/C(=C\c1ccc(Cl)s1)C(=O)NC1CC1,29%
Cc1noc(-c2cccs2)c1C(=O)NCCC(c1ccccc1)c1ccccc1,?
CSc1ccc(Cl)c(C(=O)Nc2ccc(F)c(F)c2)c1,?
Cc1ccc(NC(=O)Cn2nc3n(c2=O)CCCCC3)c(C)c1,42%[activator]
COc1ccc(C(=O)Nc2cnc3ccccc3c2)cc1OC,-2%
CC1(C)C(=O)N(CC2CCOCC2)[C@H]2CN(Cc3cccc(OC(F)(F)F)c3)C[C@H]2[S+]1(=O)[O-],-22%
CC(C)(C)SCC(=O)Nc1cccc(CN2CCCC2)c1,12%
Cc1cc(=O)oc2cc(OC(C)C(=O)NCc3ccccn3)c(Cl)cc12 (stereo not drawn),-2%
COc1ccc(CNC(=O)[C@@H]2Cc3nc[nH]c3CN2Cc2ccc(C(=O)O)cc2)cc1,85%[176 µM]
COc1ccc(C)c2sc(NC(=O)C3=COCCO3)nc12,-6%
COc1c(C)cc(NC(=O)c2ccc(CN3CCC(O)CC3)cc2)cc1C,1%
CCOc1ccc(NC(=O)Cn2c(N3CCOCC3)nc(CC)cc2=O)cc1,-8%
Cc1ccc(S(=O)(=O)Cc2nc(-c3ccc(C(=O)NC4CCCC4)cc3)oc2C)cc1,-16%
O=C(CN1CC2CC(C1)[C@H]1CCCC(=O)N1C2)NCc1cccc(Cl)c1 (stereo partly drawn),33%
Cc1cccc(Cn2nc(C3CCCNC3)n(-c3ccccc3)c2=O)c1 (stereo not drawn),24%
COCC(=O)Nc1nc2c(s1)C(=O)CC(C)(C)C2,-33%
C=CCNC1=C2C[C@@H](C)C[C@H](OC)[C@@H](O)[C@@H](C)C=C(C)[C@H](OC(N)=O)[C@@H](OC)C=CC=C(C)C(=O)NC(=CC1=O)C2=O,-22%[57.4 µM]
CC(=O)Nc1ccccc1OCc1cccc(C)c1,-9%
O=c1[nH]c(N2CCOCC2)nc2c1CCN(Cc1cccc(Br)c1)CC2,41%[activator]
O=C(Nc1ccc(-c2nnc3n2CCCC3)cc1)c1ccn[nH]1,51%
COCCOC1CCOC2(CCN(C(=O)Nc3ccccc3F)CC2)C1 (stereo not drawn),12%
CC(C)C(=O)N1CCCC(c2noc(COc3ccccc3F)n2)C1 (stereo not drawn),19%
Cc1ccc(S(=O)(=O)N2[C@@H](Cc3ccccc3)CO[C@H]2CC(=O)c2cccc3ccccc23)cc1,-2%
OCCOc1ccc(-c2c(-c3ccccc3)ncn2CCc2cccnc2)cc1,18%
CCC(C)C(=O)N1CCC2(CC1)NCCc1c2[nH]c2ccccc12 (stereo not drawn),34%
CCC(C)c1ccc(NC(=O)CC(C)C)cc1 (stereo not drawn),4%
C=CCNC(=O)N[C@H]1C[C@@H](C(=O)N[C@H](Cc2c[nH]c3ccccc23)C(N)=O)N(C(=O)C=C(C)C)C1,29%
CC1=C/C(=N/Nc2nc3ccccc3[nH]2)CC1,-48%
CC(=O)c1c(C)[nH]c(C(=O)c2cc3cc(Br)ccc3o2)c1C,-12%
CC(C)CCNC(=O)CC(c1ccc(F)cc1)N1Cc2ccccc2C1=O (stereo not drawn),?
O=c1[nH]c2ccc(Cl)cc2c(-c2ccccc2)c1CN1CCCCC1,?
CC(C)c1cc(CN(C)C(=O)c2cc(COc3ccccc3)[nH]n2)on1,33%[activator]
CN1CCCN(C(=O)c2cc(F)cc(F)c2)c2ccccc21,?
CCN(Cc1cccs1)C(=O)NCc1cccc(F)c1,18%
CN(Cc1ccsc1)C(=O)c1ccc(C#CC(C)(C)O)o1,-60%
# Following part.
SMILES,ALOX12 inh
CC(=O)c1ccc(NC(=O)N[C@H]2CO[C@H]3[C@@H]2OC[C@@H]3Nc2nccc(-c3ccco3)n2)cc1,?
CCNC(=O)NC(=O)CN1CCN(Cc2ccc(C#N)cc2)CC1,6%
Cc1ccc(C)c(OCC(O)Cn2nc(C(N)=O)c3ccccc3c2=O)c1C (stereo not drawn),55%[activator]
CC(C)NC(=O)NC(=O)COC(=O)c1cc(-c2cccs2)nc2ccccc12,-28%
CCc1nn2c(=O)cc(COc3cccc(C)c3)nc2s1,?
CCOc1ccc(CCNC(=O)CS(=O)(=O)Cc2nc(-c3ccccc3C)oc2C)cc1,-4%
CC(=O)c1cccc(NC(=O)Cc2c(C)c3c(O)cc(C)cc3oc2=O)c1,-25%
COC(=O)CCCc1c(-c2ccccn2)[nH]c2cc(C)cc(C)c12,-1%
O=C1CCN(C(=O)Cc2c[nH]c3ccccc23)CCCC(C(=O)NCc2ccccc2)CCN1 (stereo not drawn),1%
Cc1cc(=O)oc2c(C)c(OC(C)C(=O)NCCCN(C)C)ccc12 (stereo not drawn),-11%
COc1ccc(CC(=O)Nc2ccc([C@@H](O)[C@H]3COCC(=O)N3Cc3ccccc3F)cc2)cc1,23%
COc1cccc(C(=O)Oc2ccc(OC(=O)c3cccc(OC)c3)cc2)c1,?
CN(CC(=O)NC(C1CC1)C1CC1)c1ccccc1,-16%
Cc1ccccc1CN1CCCN(c2ccc(C(=O)NCCc3nc4ccccc4[nH]3)cc2)C1=O,-12%
COc1ccc(-c2nc(CC(=O)O)cs2)cc1OC,-29%
COc1ccc(C(=O)N2CCCC(c3noc(COc4ccccc4)n3)C2)cn1 (stereo not drawn),44%[activator]
CCOC(=O)c1ccccc1OC(=O)c1ccccc1,9%
CCOCCCNC(=O)[C@H]1CCC[C@H]1NC(=O)c1ccc(OC)nc1,55%[activator]

# These rows are one share of the data. The share of hits here may be higher or lower than overall.
